Pol beta inh: qHTS Assay for Inhibitors of DNA Polymerase Beta. P06746. Pol beta primer extension/strand displacement, fluorescence kinetic. Potency, µM (top dose mostly 114 µM), without a hit: at the highest dose activity change, negative = inhibition, most hits filed as inhibitors. 340,000 tested, 1.3% active. AID 485314, 2010; further: potency means the concentration at half of the fitted maximal effect; on the % scale 0 is the no-effect control and ±100 the full control effect
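10 nM enzyme + cpd, 15 min RT; start with substrate 50 nM final; read 0 min and after 10 min RT. Corrected, normalized data; 4-parameter Hill curve fit.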
BLM helicase inh: qHTS Assay for Inhibitors of Bloom's syndrome helicase (BLM). RecQ-like DNA helicase BLM (Homo sapiens), P54132. recombinant BLM DNA unwinding, fluorescence dequenching. Potency, µM (highest dose often 56.1 µM), for the others: at the top dose activity change, negative = inhibition, usual class: inhibitors. 350,000 tested, 0.2% active. AID 2528, 2010;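 further: potency means the concentration at half of the fitted maximal effect; plate controls were vehicle for no effect and no enzyme for full effect; nearly all actives have a fitted effect of over 35% in size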
Target sequence (P54132 whole entry, looked up): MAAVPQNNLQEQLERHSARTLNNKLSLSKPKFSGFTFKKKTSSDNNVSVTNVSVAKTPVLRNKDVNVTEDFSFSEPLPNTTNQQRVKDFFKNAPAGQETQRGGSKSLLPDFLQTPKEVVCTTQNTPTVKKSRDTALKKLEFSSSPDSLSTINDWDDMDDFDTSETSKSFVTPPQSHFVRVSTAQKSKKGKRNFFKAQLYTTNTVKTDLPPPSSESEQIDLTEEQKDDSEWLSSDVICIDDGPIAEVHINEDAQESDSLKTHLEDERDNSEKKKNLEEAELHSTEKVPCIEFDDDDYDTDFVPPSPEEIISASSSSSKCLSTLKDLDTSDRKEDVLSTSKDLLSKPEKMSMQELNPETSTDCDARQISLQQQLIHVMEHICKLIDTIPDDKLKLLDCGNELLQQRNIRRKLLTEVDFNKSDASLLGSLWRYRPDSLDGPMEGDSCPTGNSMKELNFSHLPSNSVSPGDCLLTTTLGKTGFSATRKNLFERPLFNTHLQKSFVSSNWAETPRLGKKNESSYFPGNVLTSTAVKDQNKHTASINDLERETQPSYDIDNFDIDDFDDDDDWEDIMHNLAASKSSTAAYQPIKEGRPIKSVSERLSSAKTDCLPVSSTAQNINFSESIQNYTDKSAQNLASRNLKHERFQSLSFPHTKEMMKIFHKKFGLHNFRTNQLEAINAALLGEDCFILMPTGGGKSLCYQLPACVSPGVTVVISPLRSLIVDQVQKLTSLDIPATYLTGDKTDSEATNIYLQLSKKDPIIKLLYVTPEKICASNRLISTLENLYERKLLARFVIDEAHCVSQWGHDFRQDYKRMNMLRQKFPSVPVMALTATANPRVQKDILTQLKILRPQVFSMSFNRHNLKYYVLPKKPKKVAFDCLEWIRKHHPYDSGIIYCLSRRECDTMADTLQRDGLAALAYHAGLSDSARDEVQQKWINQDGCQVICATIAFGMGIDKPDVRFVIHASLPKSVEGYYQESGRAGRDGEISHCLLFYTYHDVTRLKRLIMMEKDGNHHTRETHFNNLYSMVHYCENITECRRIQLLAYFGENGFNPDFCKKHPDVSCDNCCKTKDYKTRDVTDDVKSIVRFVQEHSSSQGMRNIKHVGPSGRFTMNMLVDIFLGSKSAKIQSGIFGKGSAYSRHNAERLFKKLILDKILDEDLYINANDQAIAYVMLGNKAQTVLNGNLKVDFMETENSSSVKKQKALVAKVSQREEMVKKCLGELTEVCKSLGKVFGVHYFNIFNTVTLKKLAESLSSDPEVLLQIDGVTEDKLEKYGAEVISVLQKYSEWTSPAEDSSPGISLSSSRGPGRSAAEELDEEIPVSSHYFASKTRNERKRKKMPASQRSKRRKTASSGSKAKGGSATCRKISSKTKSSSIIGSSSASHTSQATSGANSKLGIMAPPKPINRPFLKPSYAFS
Pol eta inh: qHTS for Inhibitors of Polymerase Eta | recombinant Pol eta, fluorescent DNA replication assay | Potency, µM (top dose mostly 114 µM), without a hit: at the top dose activity change, negative = inhibition, actives largely listed as inhibitors | 390,000 tested, 1.2% active; further: potency means the concentration at half of the fitted maximal effect; on the % scale 0 is the no-effect control and ±100 the full control effect
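Pol eta at 10 nM preincubated with compounds 15 min at room temperature; reaction started with fluorescent substrate (50 nM final) and read kinetically at 0 and 10 min.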
Pol kappa inh: qHTS for Inhibitors of Polymerase Kappa | DNA polymerase kappa (Homo sapiens), Q9UBT6 | purified Pol kappa, fluorescent DNA synthesis assay, 10 min | Potency, µM (titrated, usually from 107 µM), without a hit: at the highest dose activity, negative = inhibition, most hits filed as inhibitors | 400,000 tested, 0.53% active | AID 588579, 2011; further: potency means the concentration at half of the fitted maximal effect; on the % scale 0 is the no-effect control and ±100 the full control effect
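Kinetic fluorescence screen: compound preincubated 15 min RT with 10 nM enzyme; 50 nM substrate (final) initiates; reads at 0/10 min.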
PGK inhibitor: qHTS Assay to Find Inhibitors of Phosphoglycerate Kinase | Potency, µM (series often up to 57.5 µM), inactives show at the highest dose activity change, negative = inhibition, actives largely listed as inhibitors | PGK/GAPDH coupled, Kinase-Glo luminescence, 60 min | 380,000 tested, 0.043% active; further: potency means the concentration at half of the fitted maximal effect; on the % scale 0 is the no-effect control and ±100 the full control effect; nearly all actives have a fitted effect of over 60% in size
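Recombinant glycosomal PGK reaction used 1,3-bisphosphoglycerate generated in-well by GAPDH (100nM final) in 100mM TEA pH 7.6, 5mM MgCl2, 0.01% Tween-20. After 60 minutes at room temperature, ATP was read by Kinase-Glo Plus luminescence end-point.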
Anesthetic bind: qHTS Assay for Identification of Novel General Anesthetics | Ferritin light chain (Equus caballus), P02791 | apoferritin/1-aminoanthracene competitive binding, fluorescence | Potency, µM (top dose mostly 77.5 µM), without a hit: top-dose activity change, negative = displacement, most hits filed as inhibitors | 350,000 tested, 0.074% active; further: potency means the concentration at half of the fitted maximal effect; on the % scale 0 is the no-effect control and ±100 the full control effect; nearly all actives have a fitted effect of over 20% in size
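Apoferritin-based anesthetic binding model; compound displacement of fluorescent 1-AMA measured as endpoint fluorescence after 10 minutes at room temperature, scaled to free-ligand and complex controls.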
POLI inh: qHTS for Inhibitors of Polymerase Iota; Potency, µM (titrated, usually from 115 µM), inactives show at the top dose activity, negative = inhibition, most hits filed as inhibitors; 390,000 tested, 1% active; DNA polymerase iota (Homo sapiens), Q9UNA4; Pol iota fluorescent replication assay, 10 min; further: potency means the concentration at half of the fitted maximal effect
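Pol iota at 10 nM preincubated 15 min with compounds at room temperature; reaction started with fluorescent substrate, 50 nM final. Fluorescence read kinetically at 0 and 10 min; buffer-only wells as negative control.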
APEX1 inh: qHTS Assay for Inhibitors of the Human Apurinic/apyrimidinic Endonuclease 1 (APE1); AID 2517, 2012; Potency, µM (highest dose often 65.8 µM), for inactives: at the top dose activity change, negative = inhibition, actives largely listed as inhibitors; 350,000 tested, 0.35% active; recombinant APE1, TAMRA/BHQ-2 abasic DNA cleavage fluorescence;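 further: potency means the concentration at half of the fitted maximal effect; plate controls were vehicle for no effect and reference inhibitor for full effect; nearly all actives have a fitted effect of over 55% in size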
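Activity was derived from the fluorescence gain between first and third kinetic reads (60 s intervals, ex 525/em 598 nm) after 50 nM THF-abasic TAMRA/BHQ-2 duplex was added to 0.75 nM APE1 preincubated 15 min with compound.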
RXFP1 antag: qHTS Assay for Antagonists of the Relaxin Receptor RXFP1 | Relaxin receptor 1 (Homo sapiens), Q9HBX9 | HEK293-RXFP1, relaxin-stimulated cAMP HTRF, 30 min; stronger effect = lower value | activity change, negative = inhibition, % at 57.5 µM | 350,000 tested, 0.59% active;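 active means activity change of -60% or lower, but not beyond a set lower limit; inconclusive means change between -60% and -40%, or beyond the set limit; inactive means change above -40%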; further: on the % scale 0 is the no-effect control and ±100 the full control effect
An asterisk follows results filed as active; i = inactive; ? = inconclusive; · = not tested or not shown; [ ] = another dose, or the depositor's remark. Unless noted, the call rests on the fitted dose curve; in most records, active means well fitted curve in the direction sought with a large enough effect; inconclusive means small, poorly fitted or top-dose-only effect, or another doubt; inactive means no such curve, though single readings can be large; an effect the other way counts as inactive or inconclusive.

Labels used below – A = Pol beta inh; B = BLM helicase inh; C = Pol eta inh; D = Pol kappa inh; E = PGK inhibitor; F = Anesthetic bind; G = POLI inh; H = APEX1 inh; I = RXFP1 antag
mol: CC1CCC(NC(=O)c2nn(C)c3c2CS(=O)(=O)c2ccccc2-3)CC1 (stereo not drawn)
  A = 1%	B = -1%	C = -3%	D = -18%	E = 2%	F = ?	G = -5%	H = 22%	I = -4
mol: COc1ccc(NC(=S)NCCCN2CCCC2)cc1Cl
  A = -1%	B = -6%	C = -18%	D = -5%	E = -3%	F = -6%	G = 56%[activator]	H = -9%	I = -5
mol: CC(O)C(O)C(O)C(O)/C=N/NC(=O)c1ccccc1 (stereo not drawn)
  A = 5%	B = 4%	C = -18%	D = -1%	E = i	F = -10%	G = 72%[activator]	H = 1%	I = 1
mol: CCN(c1ccccc1)S(=O)(=O)c1cc(CN2C(=O)c3cccnc3C2=O)ccc1OC
  A = 25%	B = -1%	C = 1%	D = 4%	E = 2%	F = ?	G = 20%	H = -15%	I = 18
mol: CCC(=O)Nc1ccc2c(c1)nc(CCN1CCC(C)CC1)n2C
  A = 33%	B = 0%	C = -3%	D = 4%	E = i	F = 0%	G = 12%	H = 15%	I = -7
mol: CC1C(=O)Nc2ccccc2N1C(=O)C1CC1 (stereo not drawn)
  A = 10%	B = 0%	C = 5%	D = -10%	E = i	F = -6%	G = 6%	H = 1%	I = -5
mol: CSc1ccc(OCC(=O)Nc2ccc(N3CCOCC3)c(Cl)c2)cc1
  A = 2%	B = -10%	C = ?	D = -18%	E = 2%	F = -7%	G = 26%	H = 8%	I = -18
mol: COc1ccc(OC)c(CCNC(=O)c2sc3nc4n(c(=O)c3c2C)CCCC4)c1
  A = 10%	B = 4%	C = -17%	D = 11%	E = -8%	F = -3%	G = 23%	H = ·	I = -27
mol: COC(=O)c1cc(Cl)c(NC(=O)/C=C/c2ccc(OC)cc2)cc1OC
  A = 26%	B = 0%	C = -10%	D = -1%	E = i	F = -6%	G = 5%	H = 0%	I = 20
mol: Cc1cccc(-c2noc(CCCC(=O)Nc3ccc(C(N)=O)cc3)n2)c1
  A = 23%	B = -1%	C = -11%	D = -1%	E = -9%	F = 1%	G = 2%	H = 0%	I = 14
mol: CC(C)(C)c1ccc(/C=C(\c2nc3ccccc3[nH]2)S(=O)(=O)c2ccccc2)cc1
  A = ·	B = ·	C = ?	D = -5%	E = -7%	F = ·	G = -14%	H = ·	I = -6
mol: CCN1/C(=C/C(C)=C/c2sc3ccccc3[n+]2CC)Sc2ccccc21
  A = 35µM*	B = ?	C = 40µM*	D = ?	E = ?	F = ?	G = 32µM*	H = -14%	I = -119*
mol: Cc1ccccc1S(=O)Cc1ccc(C(=O)NC2CCN(Cc3ccccc3)CC2)o1 (stereo not drawn)
  A = 1%	B = 3%	C = -18%	D = 4%	E = 6%	F = -9%	G = 15%	H = 32%	I = 6
mol: CCOC(=O)c1[nH]c2ccc(Br)cc2c1NC(=O)CCN1CCOCC1
  A = 13%	B = -1%	C = -19%	D = 2%	E = -3%	F = -2%	G = 6%	H = -1%	I = -2
mol: CCc1nc(NCCO)c(C#N)c2c1CCCC2
  A = 13%	B = -1%	C = -5%	D = -13%	E = -7%	F = -2%	G = -3%	H = 16%	I = 2
mol: CCOC(=O)CNc1nc(-c2ccncc2)nc2ccccc12
  A = 0%	B = 3%	C = 7%	D = 6%	E = 6%	F = -14%	G = 13%	H = 1%	I = -7
mol: COc1cccc(-n2c(C)c(C(C)=O)c(C(C)=O)c2C)c1
  A = 1%	B = -1%	C = -3%	D = -1%	E = -13%	F = -6%	G = 25%	H = ?	I = 3
mol: CCn1cc(C(=O)O)c(=O)c2cc(F)c(N3CCN(C(=S)NC(=O)c4c(OC)cccc4OC)CC3)cc21
  A = ?	B = -8%	C = 3%	D = 2%	E = -3%	F = 13%	G = ?	H = 33%	I = -7
mol: CNC(=S)NCCCc1ccccc1
  A = 16%	B = 1%	C = 3%	D = 11%	E = i	F = -14%	G = 17%	H = 1%	I = -1
mol: O=C(/C=C/N1CCOCC1)c1cc2ccccc2o1
  A = 15%	B = 2%	C = 6%	D = -7%	E = -8%	F = -11%	G = 10%	H = 5%	I = -7
mol: FC(F)(F)c1cccc(Cc2noc(CN3CCC(c4ccncc4)CC3)n2)c1
  A = -14%	B = -6%	C = -22%	D = 6%	E = -9%	F = -16%	G = 44%[activator]	H = 4%	I = 13
mol: O=C(CC(=O)N/N=C/c1ccccc1O)NCc1cccnc1
  A = 38%	B = -10%	C = -15%	D = -12%	E = 0%	F = 18%	G = 19%	H = 1%	I = ·
mol: c1cncc(Oc2cccc(Oc3cccnc3)c2)c1
  A = -2%	B = 4%	C = -16%	D = 6%	E = -5%	F = 5%	G = 17%	H = 6%	I = -7
mol: CSc1ncc(Cl)c(C(=O)Nc2ccc(S(=O)(=O)N3CCCC(C)C3)cc2)n1 (stereo not drawn)
  A = -13%	B = -2%	C = -16%	D = -11%	E = i	F = ?	G = 40%[activator]	H = ·	I = -7
mol: O=C(/C=C/c1ccc2c(c1)OCO2)Nc1c(C(=O)O)[nH]c2ccccc12
  A = 14%	B = -7%	C = 6%	D = -16%	E = -7%	F = 2%	G = 18%	H = 27%	I = -9
mol: Cc1ccc(C(=O)N/C(=C/c2ccc(-c3cccc([N+](=O)[O-])c3)o2)C(=O)NC(C)(C)C)cc1
  A = 6%	B = -2%	C = -18%	D = -5%	E = -10%	F = -13%	G = -23%	H = 2%	I = -9
mol: O=C(Nc1cccc(C(F)(F)F)c1)Oc1ccccc1N1CCOCC1
  A = -1%	B = -2%	C = -5%	D = 1%	E = -2%	F = -3%	G = 0%	H = -2%	I = 6
mol: Cc1ccc(NC(=S)NNC(=S)NC2CCCCC2)cc1
  A = -3%	B = -6%	C = -1%	D = -23%	E = -3%	F = ?	G = 101%[activator]	H = 5%	I = -12
mol: CC(C)Oc1cccc(C(=O)C2CCCN(Cc3cccn3-c3cccnc3)C2)c1 (stereo not drawn)
  A = -26%	B = -8%	C = -12%	D = 0%	E = 7%	F = -11%	G = 3%	H = -4%	I = -17
mol: O=C(Nc1ccc(N2CCOCC2)c(Cl)c1)c1cccnc1
  A = -17%	B = -1%	C = -17%	D = -4%	E = 1%	F = -11%	G = 6%	H = -1%	I = -3
mol: COc1cc(-c2oc3cc(O)cc(O)c3c(=O)c2O[C@@H]2O[C@H](CO)[C@@H](O)[C@H](O)[C@H]2O)ccc1O
  A = ·	B = -4%	C = ·	D = 6%[60.1 µM]	E = ·	F = -15%	G = ·	H = -10%	I = ·
mol: COc1ccc(Cl)cc1-c1nc(-c2ccc(NC(=O)c3cccs3)cc2)no1
  A = -4%	B = ?	C = ?	D = -14%	E = -1%	F = -7%	G = ?	H = 6%	I = -14
mol: Cc1onc(-c2ccccc2)c1C(=O)N1CCc2ccccc21
  A = 4%	B = 0%	C = -12%	D = -7%[60.1 µM]	E = -7%	F = -11%	G = 40%[activator]	H = 8%	I = 8
mol: CCOc1cc(/C=C2\NC(=O)NC2=O)cc([N+](=O)[O-])c1O
  A = 5%	B = -3%	C = -14%	D = -22%	E = i	F = -7%	G = 55%[activator]	H = 9%	I = -4
mol: CN(C)CCCn1c(SCc2ccc(Cl)cc2)nnc1-c1ccncc1
  A = 22%	B = -2%	C = -13%	D = 18%	E = -6%	F = -9%	G = 21%	H = 23%	I = 11
mol: Cc1nn(CCC(=O)NNC(=S)Nc2ccc(F)cc2)c(C)c1Br
  A = -10%	B = -1%	C = -11%	D = -12%	E = 3%	F = -3%	G = -8%	H = -2%	I = 1
mol: CN(C(=O)CSc1cn(CC(=O)N2CCCCC2)c2ccccc12)c1ccccc1
  A = 20%	B = 1%	C = -15%	D = 6%	E = -2%	F = 5%	G = 31%[activator]	H = ·	I = -12
mol: Cc1ccc(-c2nnc(SCC(N)=O)n2C)cc1
  A = 1%	B = 0%	C = -6%	D = -3%	E = i	F = -6%	G = 21%	H = 1%	I = -33
mol: CCOc1ccc(/C=C/C(=O)Oc2ccc(OC)cc2)cc1
  A = 28%	B = -4%	C = -3%	D = -18%	E = -1%	F = -5%	G = 29%	H = 40%	I = -15
mol: O=C(c1ccccc1)c1ccccc1C(=O)N1CCOCC1
  A = 21%	B = -3%	C = -9%	D = -23%	E = -7%	F = 0%	G = -7%	H = -2%	I = -12
mol: COc1ccc(S(=O)(=O)Nc2cc(S(=O)(=O)c3ccccc3)c(O)cc2C)cc1
  A = -1%	B = -5%	C = -11%	D = 4%	E = -5%	F = 0%	G = 13%	H = 35%	I = 5
mol: COc1ccc(/C=N/NC(=O)c2ccc3nc[nH]c3c2)c(OC)c1OC
  A = -3%	B = -20%	C = -20%	D = -5%	E = i	F = 12%	G = 55%[activator]	H = -2%	I = -5
mol: O=C(N/N=C/c1ccc(OCc2ccccc2)cc1)c1ccncc1
  A = 9%	B = -3%	C = -7%	D = 1%	E = ·	F = ?	G = -22%	H = 3%	I = -3
mol: CCc1ccc(-c2nnn(Cc3nn[nH]n3)n2)cc1
  A = -2%	B = 0%	C = -14%	D = -4%	E = 2%	F = -7%	G = 12%	H = 1%	I = 4

Entries of single compounds as entered above. Screens in order: Pol beta inh | BLM helicase inh | Pol eta inh | Pol kappa inh | PGK inhibitor | Anesthetic bind | POLI inh | APEX1 inh | RXFP1 antag
CCOc1cc(/C=C2\NC(=O)NC2=O)cc([N+](=O)[O-])c1O is listed with 5% | -3% | -14% | -22% | i | -7% | 55%[activator] | 9% | -4
COc1ccc(Cl)cc1-c1nc(-c2ccc(NC(=O)c3cccs3)cc2)no1 is listed with -4% | ? | ? | -14% | -1% | -7% | ? | 6% | -14
COc1ccc(S(=O)(=O)Nc2cc(S(=O)(=O)c3ccccc3)c(O)cc2C)cc1 is listed with -1% | -5% | -11% | 4% | -5% | 0% | 13% | 35% | 5

Bioassay records deposited in PubChem BioAssay by National Center for Advancing Translational Sciences (NCATS).

This is a subset; the hit share may differ from the screen's.
